# DRD3 antagonist = qHTS of D3 Dopamine Receptor Antagonist: qHTS; D3R cells, DiscoveRx beta-arrestin luminescence, antagonist mode; active compounds read low; AID 652054, 2013; max response, negative = inhibition, %; actives 2.5% (n = 360,000); in the data active = max response below about -50%; inconclusive = no clear call, values can overlap the other calls; note: % is set by controls: 0 for no effect and ±100 for the full control effect; mostly tested at two doses, the higher about 12 µM
# Target sequence (P35462 whole entry, looked up): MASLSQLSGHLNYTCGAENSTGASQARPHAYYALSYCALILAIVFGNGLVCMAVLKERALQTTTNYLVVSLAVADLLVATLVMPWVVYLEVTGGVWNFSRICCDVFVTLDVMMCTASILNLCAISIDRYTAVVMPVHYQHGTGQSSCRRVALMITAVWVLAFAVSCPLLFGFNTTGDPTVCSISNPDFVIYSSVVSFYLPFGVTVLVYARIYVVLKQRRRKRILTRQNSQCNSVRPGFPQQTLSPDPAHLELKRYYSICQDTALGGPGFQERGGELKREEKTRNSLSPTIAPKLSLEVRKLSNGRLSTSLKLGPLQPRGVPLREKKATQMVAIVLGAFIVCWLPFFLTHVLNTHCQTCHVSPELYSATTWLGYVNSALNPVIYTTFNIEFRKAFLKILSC
#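 Cells expressing the human receptor were seeded at 1500 cells/well, incubated overnight at 37 degrees C in 5% CO2, then exposed to library compounds with dopamine controls for 90 minutes at 37 degrees C before luminescent detection.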
# SW480 rereplic = A quantitative high throughput screen for small molecules that induce DNA re-replication in SW480 colon adenocarcinoma cells; SW480 DNA re-replication, Hoechst DNA content imaging, 48 h; Potency, µM (top dose mostly 46.1 µM), for the others: top-dose re-replication activation, usual class: activators; actives 1.8% (n = 340,000); note: potency is the fitted concentration of half-maximal effect; % of control where 0% means no effect; nearly all actives have a fitted effect of over 55% in size
#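 Quantitative HTS format with DMSO vehicle controls; 48 hr drug incubation at 37 C, then 40 min Hoechst staining and scanning imager measurement at 405 nm excitation.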
# HT1080 IDH1KD tx = qHTS for induction of synthetic lethality in tumor cells producing 2HG: qHTS for the HT-1080-IDH1KD cell line; HT-1080 IDH1 knockdown viability, ATP luminescence, 48 h; Potency, µM (doses to about 46.1 µM), for inactives: at the highest dose activity, negative = toxicity, actives largely listed as cytotoxic; actives 2% (n = 360,000); AID 686971, 2013;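 note: potency is the fitted concentration of half-maximal effect; 0% = DMSO wells and -100% = cell-free medium wells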
#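 Assay cells: HT-1080 with IDH1 knockdown, 750 per well, RPMI/5% FBS. Exposure: 48 h at 37 °C following 2 h pre-incubation. Read: CellTiter-Glo luminescence; fitted concentration-response, curve class assigned.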
# D3 ag = qHTS of D3 Dopamine Receptor Agonist: qHTS | max activation, % | actives 0.58% (n = 410,000) | D(3) dopamine receptor (Homo sapiens), P35462 | D3R DiscoveRx beta-arrestin cells, luminescence, 90 min; in the data active = max activation above about 30%; note: 0% is about no effect; mostly tested at two doses, the higher about 12 µM
#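 Agonist-mode cell screen: cells plated at 1500/well and incubated overnight at 37 °C, then exposed to library compounds for 90 min at 37 °C. Detection reagent was added for 30–60 min at room temperature, and luminescence was read.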
# IL-1B inflam inh = qHTS for Inhibitors of Inflammasome Signaling: IL-1-beta AlphaLISA Primary Screen | actives 4.7% (n = 360,000) | THP-1 LPS/ATP IL-1B secretion, AlphaLISA, 16 h; active compounds read low | activity change, % at 57.5 µM; in the data active = activity change below about -50%; inconclusive = mostly about -30% to -49%; note: % is set by controls: 0 for no effect and ±100 for the full control effect
#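 THP-1 cells pretreated 1 hr with compounds (up to 57.5 uM final), then stimulated with LPS (250 ng/mL final) plus ATP (1.25 mM final); secreted IL-1B measured by AlphaLISA after 16 hr, decreased signal indicating inhibition.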
# HT1080-NT tox = qHTS for induction of synthetic lethality in tumor cells producing 2HG: qHTS for the HT-1080-NT fibrosarcoma cell line; HT-1080-NT fibrosarcoma viability, CellTiter-Glo ATP luminescence, 48 h; Potency, µM (series often up to 46.1 µM), for inactives: at the highest dose activity, negative = less viability, most hits filed as cytotoxic; actives 1.6% (n = 360,000);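 note: NT is the 2HG producing partner of a matched IDH1 knockdown line; potency is the fitted concentration of half-maximal effect; 0% = DMSO-treated cells and -100% = media-only wells without cells; nearly all actives have a fitted effect of over 55% in size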
#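 Fibrosarcoma NT cells, 750 per well in 5% FBS RPMI, were exposed to compound for 48 hours. Viability: CellTiter-Glo luminescence.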
# KB-3-1 cytotox = qHTS assay for MDR1-selective chemotherapeutics: Primary screen using the parental adenocarcinoma cell KB-3-1 | KB-3-1 viability, CellTiter-Glo ATP luminescence, 72 h | Potency, µM (highest dose often 46.1 µM), without a hit: at the top dose activity change, negative = cytotoxic, usual class: cytotoxic | actives 1.4% (n = 400,000); note: potency is the fitted concentration of half-maximal effect; % is set by controls: 0 for no effect and ±100 for the full control effect; nearly all actives have a fitted effect of over 60% in size
#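 Parental KB-3-1 viability, qHTS format: 72 h compound exposure, 37 °C; CellTiter-Glo; media-only wells and DMSO plates as controls; concentration-effect fits on corrected data.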
# GLP1R ag = qHTS of GLP-1 Receptor Agonists; HEK293 GLP-1R CRE-luciferase, luminescence, 4-6 h; cells express a hypersensitive GLP-1R form; Potency, µM (highest dose often 45.6 µM), without a hit: top-dose activation, usual class: activators; actives 0.007% (n = 380,000); note: potency is the fitted concentration of half-maximal effect; % of control where 0% means no effect
# Target sequence (P43220 whole entry, looked up): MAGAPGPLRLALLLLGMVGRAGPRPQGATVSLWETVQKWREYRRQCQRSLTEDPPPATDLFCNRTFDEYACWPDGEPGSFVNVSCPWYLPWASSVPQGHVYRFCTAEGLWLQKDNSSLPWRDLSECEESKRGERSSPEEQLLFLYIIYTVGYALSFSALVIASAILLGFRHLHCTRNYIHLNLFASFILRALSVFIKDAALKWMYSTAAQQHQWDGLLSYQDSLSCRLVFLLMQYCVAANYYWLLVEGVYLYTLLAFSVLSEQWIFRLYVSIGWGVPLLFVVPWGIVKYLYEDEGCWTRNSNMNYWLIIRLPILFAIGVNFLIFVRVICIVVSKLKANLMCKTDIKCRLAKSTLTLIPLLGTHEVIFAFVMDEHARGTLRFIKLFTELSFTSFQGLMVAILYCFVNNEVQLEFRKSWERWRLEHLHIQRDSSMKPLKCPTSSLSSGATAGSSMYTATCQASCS
# KB-V1 MDR tox = qHTS assay for MDR1-selective chemotherapeutics: Primary screen using the drug-selected MDR subline cells KB-V1; KB-V1 MDR cells viability, CellTiter-Glo, 72 h; Potency, µM (doses to about 46.1 µM), for inactives: at the highest dose activity change, negative = cytotoxicity, hits mostly cytotoxic; actives 3.4% (n = 400,000); note: potency is the fitted concentration of half-maximal effect; % is set by controls: 0 for no effect and ±100 for the full control effect; nearly all actives have a fitted effect of over 60% in size
#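 Readout: CellTiter-Glo luminescence, 10 min after addition. Cells: KB-V1 MDR subline, 72 h at 37 degrees C with compound. Analysis: corrected, normalized data fitted to concentration-effect curves.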
# Active calls of the source: *; ? = inconclusive; . = not tested or not shown; [ ] = dose if it differs, or a comment. Unless noted, calls come from the whole dose curve; as a rule, active = well fitted curve in the direction sought with a large enough effect; inconclusive = small, poorly fitted or top-dose-only effect, or another doubt; inactive = no such curve, though single readings can be large; an effect the other way counts as inactive or inconclusive. An unsorted share of the library. Share with any hit: about 12%.
SMILES,DRD3 antagonist,SW480 rereplic,HT1080 IDH1KD tx,D3 ag,IL-1B inflam inh,HT1080-NT tox,KB-3-1 cytotox,GLP1R ag,KB-V1 MDR tox
COc1ccccc1C(=O)Nn1cnc2ccccc2c1=O,56.8,-2.3%,4.5%,-19.2,1.6,17.0%,-5.6%,-3.1%,-6.6%
O=C(CN1C(=O)NC2(CCc3ccccc32)C1=O)NCC(=O)Nc1ccc(F)cc1 (configuration not stated),7.1,20.0%,9.7%,1.5,10.1,11.4%[9.24 µM],0.4%,2.0%,0.0%
O=C(c1ccccc1)N1CCN(C(=S)NCc2ccco2)CC1,0.2,-2.5%,?,5.9,-11.0,29.2%,1.3%,2.6%,-5.6%
Cc1[nH]c(=S)[nH]c(=O)c1CCCO,1.0,-4.5%,1.1%,12.4,20.7,-11.2%,-4.2%,5.2%,30.0%
COCCN(C(=S)Nc1cccc(C)c1C)C(C)c1ccco1 (configuration not stated),40.8,1.1%,1.1%,5.3,16.4,2.0%,-9.7%,9.4%,-0.9%
Cc1ccc(-n2nc(C(=O)N(C)Cc3ccccc3)c3c4ccccc4n(C)c3c2=O)cc1,.,.,.,6.7,.,.,7.3%,0.6%,9.9%
CC1CCC(n2c(=S)[nH]c3ccccc3c2=O)CC1 (configuration not stated),-6.7,-1.5%[9.22 µM],?,0.3,27.5,-15.6%,-16.2%,5.6%,13.0%
CCOc1cc(S(=O)(=O)N2CCCCC2)ccc1F,-5.5,-2.0%,-22.2%,-1.1,29.1,2.2%[9.24 µM],0.2%,-1.5%,-3.8%
COc1ccc(CCCNC(=O)C2(C)Cc3c(-c4ccc5c(c4)OCO5)ccnc3O2)cc1 (configuration not stated),0.0,.,?,3.1,0.0,?,?,19.5%,?
Cc1ccc(OCCNC(=O)[C@H]2O[C@@H](n3ccc(N)nc3=O)[C@H](O)[C@@H]2O)cc1C,3.9,.,6.6%,-3.6,-10.5,9.5%,-14.6%,-0.2%,?
COc1ccc(N(C)S(=O)(=O)c2cccc(C(=O)OCC(=O)N(C)c3ccccc3)c2)cc1,25.2,18.9%,-25.5%,-20.4,-8.1,1.2%,.,0.9%,.
N/C(=N\N=C/c1ccc(F)cc1)N/N=C\c1ccc(F)cc1,2.6,4.0%,0.8%,4.4,-20.9,4.0%,-2.2%,8.5%,7.2%
COc1cccc(C(=O)NN2CCOCC2)c1,-11.8,-1.9%,-3.0%,-2.0,11.9,-0.8%,-2.7%,-0.6%,?
CCCC(=O)NC(Nc1cccc(C(F)(F)F)c1)C(Cl)(Cl)Cl (configuration not stated),0.7,?,?,2.9,8.1,?,-0.6%,-3.4%,-21.5%
Cc1[nH]c(C)c(S(=O)(=O)N2CCCCC2C)c1C(=O)N1CCCC1 (configuration not stated),14.4,22.4%,7.4%,1.6,11.0,1.6%,19.5%,-1.1%,0.0%
COc1cc(/C=N/NC(=O)c2ccc(O)cc2)ccc1OCC(=O)Nc1cccc([N+](=O)[O-])c1,1.0,-7.8%,-7.7%,-0.5,5.7,-14.5%,-20.3%,-2.5%,0.0%
COCC(=O)Nc1ccccc1-c1ccccc1,1.5,-4.0%,-1.7%,-1.1,11.7,-4.1%,-4.5%,0.6%,0.0%
CCOC(=O)C1=C(C)N(CCCCCC(=O)O)C(=O)NC1c1ccc(Br)cc1 (configuration not stated),-16.4,-0.9%,2.4%,-4.9,17.7,0.0%,14.5%,-2.8%,-1.3%
Cc1noc(C)c1COC(=O)CNC(=O)c1ccc(Cl)cc1,-27.0,1.3%,5.4%,-7.3,24.0,0.3%,7.5%,4.9%,?
O=S1(=O)CCC(NC(=S)NC2CCS(=O)(=O)C2)C1 (configuration not stated),0.0,-11.1%,19.7%,-15.5,-2.2,12.3%,-2.5%,-1.3%,25.9%
CC1=C(C)NC(=S)SC1,0.0,-10.7%,12.7%,-12.0,40.1,6.1%,-0.2%,-16.1%,13.5%
COC(=O)C(NC(C)=O)(Nc1cc(C)ccn1)C(F)(F)F (configuration not stated),13.9,-1.5%,20.3%,-1.3,.,15.3%,-0.6%,7.3%,-4.0%
Cc1ccc(C)c(NC(=O)CCC(=O)NNC(=O)c2cccc([N+](=O)[O-])c2)c1,14.8,-3.1%,-3.2%,3.2,2.3,-4.6%,1.2%,-11.4%,-0.9%
CCSc1ccccc1C(=O)Nc1ccc(S(=O)(=O)NC(C)=O)cc1,5.2,4.4%,7.5%,6.5,4.7,17.3%,67.2%,-1.5%,?
CC(CC(=O)Nc1ccccc1)NCCCN1CCCC1=O (configuration not stated),1.0,10.3%,15.9%,-3.3,18.2,8.9%,-1.6%,0.0%,?

# Going on with the list.
SMILES,DRD3 antagonist,SW480 rereplic,HT1080 IDH1KD tx,D3 ag,IL-1B inflam inh,HT1080-NT tox,KB-3-1 cytotox,GLP1R ag,KB-V1 MDR tox
C(=NOCc1ccccc1)c1cccnc1,-3.7,-0.4%,12.4%,2.3,-15.1,16.4%,-12.3%,-3.8%,30.8%
CCc1nc2sc(C(C)=O)c(N)c2c2c1CCCC2,-10.4,14.6µM*,-0.3%,6.0,-2.3,-1.6%,-12.7%,?,?
CCC(OC(=O)c1ccco1)C(=O)NC1CCCC1 (configuration not stated),3.3,-22.8%,-1.0%,1.9,15.5,0.8%,16.7%,6.2%,-3.7%
C/C(CCc1ccccc1)=N\NC(=O)COc1ccccc1C,6.5,-2.5%,19.5%,2.3,28.4,13.4%,17.7%,4.7%,2.5%
COc1ccc(CCN2CCCC(CN(C)Cc3cc(OC)ccc3OC)C2)cc1 (configuration not stated),-10.8,-6.8%,-27.7%,-16.6,?,?,-6.0%,-5.2%,-10.5%
COc1cc(NC(=O)C2CCN(c3cnccn3)CC2)cc(OC)c1OC,-2.8,?,2.0%,-1.1,-13.7,2.4%,-5.1%,-2.2%,0.0%
CCOc1ccc(CCN2C(=S)N([C@@H](CC(C)C)CN3CCCC3CN3C(=S)NC[C@@H]3Cc3ccc(O)cc3)C[C@@H]2Cc2ccccc2)cc1 (some centres not stated),-10.4,?,-0.1%,2.2,?,-1.0%,?,-0.6%,?
COc1ccc(NC(=S)NC2CC3CCC(C2)N3Cc2ccco2)cc1 (configuration not stated),-22.2,8.9%,-0.1%,-13.8,20.2,-0.6%,5.6%,-0.7%,4.0%
COc1ccc(CCN2C(=O)N[C@@H](C(C)C)C2=O)cc1,2.7,-5.5%,9.9%,-1.6,45.7,6.3%,5.2%,-2.5%,6.1%
CC(Oc1ccc2c3c(c(=O)oc2c1)CCC3)C(=O)NCc1cccnc1 (configuration not stated),-11.1,-4.7%,9.8%,1.5,-26.7,-2.7%,0.5%,12.4%,4.7%
COCc1ccc(C(=O)NCC2(N3CCCCC3)CCCCC2)cc1,-1.5,0.7%,20.9%,-3.9,5.5,?,1.3%,2.1%,-1.5%
Fc1cccc(-c2n[nH]c(=S)n2-c2ccccc2)c1,-22.8,?,-1.6%,1.5,26.3,6.4%,4.3%,7.0%,2.6%
CC(C)(C)NC(=O)COC(=O)c1ccc(F)cc1Cl,2.2,-1.3%,21.3%,-2.6,43.8,23.6%,4.0%,11.1%,9.4%
Cn1nnc(NC(=O)c2ccc(C(C)(C)C)cc2)n1,19.5,-7.3%,-4.8%,-3.0,-1.9,2.5%,17.0%,-9.2%,10.0%
Cc1cccc(NC(=O)NN2CCN(C)CC2)c1C,3.4,12.2%,10.8%,3.0,33.4,12.9%,1.0%,5.2%,14.0%
CCC(C)(C(=O)NC1CCCCC1)N(C(=O)CNC(C)=O)c1c(C)n(C)n(-c2ccccc2)c1=O (configuration not stated),-9.4,-1.4%,3.6%,2.2,17.1,-5.7%,-1.8%,-7.5%,?
COc1ccc(NC(=O)c2nc3nc(C)cc(C(F)F)n3n2)cc1OC,-9.4,1.5%,3.8%,-1.6,-27.1,2.3%,10.8%,1.6%,3.2%
COc1ccc(NC(=O)CNCc2ccc(Cl)cc2)cc1S(=O)(=O)N1CCOCC1,-18.7,-14.2%,1.0%,-21.3,-3.7,-0.4%,15.1%,8.9%,26.3%

# Part of the list above, field by field:
C/C(CCc1ccccc1)=N\NC(=O)COc1ccccc1C
  DRD3 antagonist: 6.5
  SW480 rereplic: -2.5%
  HT1080 IDH1KD tx: 19.5%
  D3 ag: 2.3
  IL-1B inflam inh: 28.4
  HT1080-NT tox: 13.4%
  KB-3-1 cytotox: 17.7%
  GLP1R ag: 4.7%
  KB-V1 MDR tox: 2.5%
COc1ccc(CCN2CCCC(CN(C)Cc3cc(OC)ccc3OC)C2)cc1 (configuration not stated)
  DRD3 antagonist: -10.8
  SW480 rereplic: -6.8%
  HT1080 IDH1KD tx: -27.7%
  D3 ag: -16.6
  IL-1B inflam inh: ?
  HT1080-NT tox: ?
  KB-3-1 cytotox: -6.0%
  GLP1R ag: -5.2%
  KB-V1 MDR tox: -10.5%
COc1cc(NC(=O)C2CCN(c3cnccn3)CC2)cc(OC)c1OC
  DRD3 antagonist: -2.8
  SW480 rereplic: ?
  HT1080 IDH1KD tx: 2.0%
  D3 ag: -1.1
  IL-1B inflam inh: -13.7
  HT1080-NT tox: 2.4%
  KB-3-1 cytotox: -5.1%
  GLP1R ag: -2.2%
  KB-V1 MDR tox: 0.0%
CCOc1ccc(CCN2C(=S)N([C@@H](CC(C)C)CN3CCCC3CN3C(=S)NC[C@@H]3Cc3ccc(O)cc3)C[C@@H]2Cc2ccccc2)cc1 (some centres not stated)
  DRD3 antagonist: -10.4
  SW480 rereplic: ?
  HT1080 IDH1KD tx: -0.1%
  D3 ag: 2.2
  IL-1B inflam inh: ?
  HT1080-NT tox: -1.0%
  KB-3-1 cytotox: ?
  GLP1R ag: -0.6%
  KB-V1 MDR tox: ?

# Bioassay records from PubChem.
